AmpC inh det: Promiscuous and Specific Inhibitors of AmpC Beta-Lactamase (assay with detergent) | Potency, µM (series often up to 28.7 µM), for the others: top-dose activity change, negative = inhibition | purified AmpC, nitrocefin hydrolysis with detergent | 0.09% of 71,000 active | P00811; active = well fitted curve in the direction sought with a large enough effect
Target sequence (P00811 whole entry, looked up): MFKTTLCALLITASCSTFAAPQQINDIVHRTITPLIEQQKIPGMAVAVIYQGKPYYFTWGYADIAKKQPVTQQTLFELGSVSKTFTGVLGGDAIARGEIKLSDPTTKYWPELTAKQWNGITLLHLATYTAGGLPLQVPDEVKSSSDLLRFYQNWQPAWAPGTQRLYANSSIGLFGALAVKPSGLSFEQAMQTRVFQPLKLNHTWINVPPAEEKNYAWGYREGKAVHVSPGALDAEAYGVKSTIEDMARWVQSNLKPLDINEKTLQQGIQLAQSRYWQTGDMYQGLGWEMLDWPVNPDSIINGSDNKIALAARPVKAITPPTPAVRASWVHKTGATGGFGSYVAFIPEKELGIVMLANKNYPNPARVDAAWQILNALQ
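E. coli AmpC (5.3 nM) in 20 mM phosphate pH 7.0 with 0.01% Triton X-100, preincubated 15 min RT with compound; nitrocefin (2 uL of 800 uM stock) hydrolysis followed by 480 nm absorbance every 20 s over 4 min.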
Numbers without * were called inactive; & = joins results of further samples; [ ] = remark or other dose. % is scaled to controls: 0 for no effect and ±100 for the full control effect; potency is read from the fitted curve at half-maximal effect. This is a subset, so the mix of outcomes need not match the whole.

SMILES	AmpC inh det
CC(=O)OCC(=O)[C@@]1(O)CC[C@@H]2[C@@H]3CCC4=CC(=O)CC[C@@]4(C)[C@H]3C(=O)C[C@]21C	-1.8%
COC(=O)c1ccc(OCC(O)CN(CC(C)C)CC(C)C)cc1 (configuration not stated)	5.3%
CCn1nnc(NC(=O)c2cccnc2)n1	17.6%
O=C(NCCc1ccc(S(=O)(=O)N2CCCC2)cc1)c1cccs1	6.9%
CCCCC(c1nnnn1C1CCCC1)N1CCN(C2CCCC2)CC1 (configuration not stated)	36.9%
O=C(CSc1ncn(-c2ccccc2)n1)Nc1ccc2c(c1)OCCO2	1.5%
CCN(CC)CCN(CC)Cc1ccccc1Br	1.5%
C=CCNC(=O)CCCCC(=O)NCC=C	17.0%
CCOc1ccc(Nc2oc(Cc3ccccc3)nc2C#N)cc1	-4.0%
CC1=C(C(=O)N2CCOCC2)C(c2cccs2)NC(=O)N1 (configuration not stated)	7.8%
Cc1ccccc1NC(=O)c1ccc(NC(=O)c2ccco2)cc1	-3.3%
O=C(NCc1cccs1)C1CCCN(S(=O)(=O)c2ccc(Br)s2)C1 (configuration not stated)	17.2%

Shown as labelled records: four of the compounds above
CCCCC(c1nnnn1C1CCCC1)N1CCN(C2CCCC2)CC1 (configuration not stated)
  AmpC inh det: 36.9%

O=C(CSc1ncn(-c2ccccc2)n1)Nc1ccc2c(c1)OCCO2
  AmpC inh det: 1.5%

CCN(CC)CCN(CC)Cc1ccccc1Br
  AmpC inh det: 1.5%

C=CCNC(=O)CCCCC(=O)NCC=C
  AmpC inh det: 17.0%

Arranged by number of heavy atoms (descending): three of the compounds above.
SMILES	AmpC inh det
Cc1ccccc1NC(=O)c1ccc(NC(=O)c2ccco2)cc1	-3.3%
CCN(CC)CCN(CC)Cc1ccccc1Br	1.5%
C=CCNC(=O)CCCCC(=O)NCC=C	17.0%

Next compounds.
SMILES	AmpC inh det
N#Cc1cccc(NC(=O)N2CC3(CCN(C(=O)c4ccco4)CC3)C2)c1	-3.8%
Cc1ccccc1N(C(=O)Cn1nnc2ccccc21)C(C(=O)NCc1ccco1)c1ccncc1 (configuration not stated)	26.0%
CC(=O)c1cccc(S(=O)(=O)N(CCCO)Cc2cc3ccc(C)cc3[nH]c2=O)c1	-2.9%
Cc1cc(NC(=O)COC(=O)COc2cccc3c2OC(C)(C)C3)no1	-1.4%
O=C(C1CCCN1C(=O)c1cccs1)N1CCN(Cc2ccc3c(c2)OCO3)CC1 (configuration not stated)	-2.4%
O=C(COC(=O)c1ccc(Br)o1)NCc1ccco1	-2.6%
O=C(O)c1ccccc1SC1CC(=O)N(C2CCCCC2)C1=O (configuration not stated)	10.0%
O=C(CN1CC(c2ccccc2)CC1=O)Nc1ccccc1 (configuration not stated)	10.2%
O=C(NCC1CCCO1)c1ccccc1-c1nc(-c2ccc(Cl)cc2)no1 (configuration not stated)	-5.6%
O=C(Cn1nc(Cc2cccnc2)c2ccccc2c1=O)N1CCC2(CC1)OCCO2	0.7%
Oc1ccc(-c2nc(-c3ccc(F)cc3)c(-c3ccncc3)[nH]2)cc1	-0.1%&-0.3%
CCOC(=O)C1CCN(C(=O)CC2C(=O)N(Cc3ccccc3)C(C)c3nc4ccccc4n32)CC1 (configuration not stated)	-4.7%
O=C(NCc1ccco1)C(c1ccc(F)cc1)N(CC1CCCO1)C(=O)Cn1nnc2ccccc21 (configuration not stated)	-1.2%
COC(=O)[C@H](CCSC)NC(=O)Nc1ccc(C)c(C)c1	-5.1%
CC(C)[C@H](NC(=O)[C@@H]1CSCN1C(=O)OC(C)(C)C)C(=O)NCC1CCC(C(=O)O)CC1 (some centres not stated)	-3.4%
Nc1cc(N)nc(SCCN2CCCCC2)n1	-2.7%
O=c1c2ccccc2nc(SCc2ccccc2)n1Cc1ccco1	24.6%
Cc1c(N=Cc2cc3c(cc2Cl)OCO3)c(=O)n(-c2ccccc2)n1C	25.9%
Cc1cc(C)c2c(=O)n(CC(=O)N3CCC(N4CCCCC4)CC3)sc2n1	8.3%
O=C(CN1CC(c2ccccc2)CC1=O)OCc1ccccc1F (configuration not stated)	-1.8%
O=C1C(=O)c2ccccc2C(O)=C1C1CCC(c2ccc(Cl)cc2)CC1 (configuration not stated)	-2.3%[12.8 µM]
COCCNC(=O)COc1cccc(Oc2ccccc2)c1	-1.8%
CC(C)Cc1nc2oc3c(NCC4CCCO4)ncnc3c2c2c1CCC2 (configuration not stated)	13.7%
COc1ccc(N(CC(=O)Nc2ccc3c(c2)OCCO3)S(C)(=O)=O)c(OC)c1	-1.7%
C=C1C(CCl)(CCl)C2(Cl)C(Cl)C(Cl)C1(Cl)C2(Cl)Cl (configuration not stated)	13.2%
O=C1NC(=S)NC(=O)C1=Cc1cccc2cc3ccccc3cc12	-2.0%[5.75 µM]
O=C(NCc1ccccc1)c1cccnc1N1CCOCC1	-2.3%
O=C(NCCN1CCOCC1)c1cc2ccccc2o1	-1.0%
c1ccc2c(c1)c1cccc3ccc4cccc2c4c31	9.2%
Cc1cc(OCC(=O)NCCCN2CCOCC2)cc(C)c1Cl	15.9%
C[C@@H](C(=O)Nc1ccc2ccccc2c1)[C@@H]1C[C@@]1(C)[C@@H](NC(=O)OCc1ccccc1)c1ccccc1	-3.1%
COc1ccc(NC(=O)N2CCCC2C(=O)Nc2ccc(C)c(Cl)c2)cc1 (configuration not stated)	-3.5%
Cc1cc(C)nc(N2CCC(C(=O)Nc3ccc4c(c3)CCC4)CC2)n1	-0.8%
CC(=O)NBr	-2.4%
COc1cccc(-c2nccc(NCc3cccs3)n2)c1	7.1%
O=C(NCCc1ccccc1)c1ccccc1NS(=O)(=O)N1CCCC1	12.4%
Cc1ccc2c(c1)NC(=O)C(CC(=O)N(C)Cc1ccccc1)O2 (configuration not stated)	8.5%
c1ccc(OCCN2C3=NCCN3c3ccccc32)cc1	-1.4%
CCOC(=O)c1cc(CC)sc1N	-1.8%
CCCC[C@@H]1C[C@H]1[C@@H](NP(=O)(c1ccccc1)c1ccccc1)c1ccccc1OC	14.6%
Cc1ccc(S(=O)(=O)N2CCN(C(=O)c3ccc(OCc4c(C)noc4C)cc3)CC2)cc1	11.2%
CCOC(=O)c1ccc(NC(=O)N2CCN(c3ccccn3)CC2)cc1	8.8%
CCOC(=O)C1CCN(C(=O)CN(c2ccc(Cl)c(C(F)(F)F)c2)S(C)(=O)=O)CC1	6.0%
CC(=O)c1cccc(NC(=O)N2CCCc3ccccc32)c1	-5.4%
CCC(=O)N1CCN(c2ccccc2NC(=O)c2cccc(C)c2)CC1	-3.5%
O=C(NCC(c1cccnc1)N1CCN(c2ccc(F)cc2)CC1)c1cccc(Cl)c1 (configuration not stated)	5.0%
CCN(CC)C(=O)CSc1nc(C)cc(-c2cccs2)c1C#N	3.8%
O/N=C1\CCCc2oc3c(c21)CCCC3	6.5%
CC#N	12.1%
O=c1cnc2cnc(N3CCOCC3)nc2n1CCc1ccccc1	1.2%
COc1ccc(CNC(=O)C(C#N)c2nc3ccccc3nc2N2CCN(C)CC2)cc1 (configuration not stated)	-3.6%
Cc1ccccc1C1=NCC(=O)N(CC(=O)NCc2ccco2)c2sc3c(c21)CCCC3	-3.9%
O=C(COc1ccccc1)N1CCNC1=O	1.7%
O=C1NC2(Nc3ccccc31)C(=O)Nc1ccccc12 (configuration not stated)	8.4%
CC(=O)c1ncnn1CC(=O)c1ccc(Cl)cc1Cl	-2.4%
CCC(=O)Nc1nc2ccccc2n1CCN1CCOCC1	11.3%
COc1cccc(C(=O)N(CN2CCCC2=O)c2ccccc2OC)c1	-4.4%
CC(=O)NCCSC(=O)c1ccc(F)cc1	9.5%
CCCC(CCC)C(=O)Nc1ccncc1	-1.7%
CCCCCC(=O)Nc1ccc(N2CCN(CC)CC2)c(Cl)c1	3.0%
The list goes on.
SMILES	AmpC inh det
O=C(c1cccc(-n2cnnn2)c1)N1CCOCC1	-6.0%
Cc1cc(N2CCC(C(=O)NC3CC3)CC2)nc(-c2ccccc2)n1	-2.8%
Fc1cnc(N2CCN(c3ccccc3)CC2)nc1N1CCN(c2ccccc2)CC1	-2.3%
CC(C)C(=O)Nc1cccc(-c2nc3ccccc3o2)c1	-1.7%
CCCS(=O)(=O)N1CCC(C(=O)NCCc2ccc(OC)c(OC)c2)CC1	2.3%
COc1ccc(-c2nc3cnc(Oc4ccccc4)nc3n(Cc3cccs3)c2=O)cc1	0.2%
O=C(Nc1ccc(F)cc1F)c1noc2c1CCC2	-2.8%
CCOC(=O)C1CCN(C(=O)CCc2ccccc2)CC1	-4.3%
CCOC(=O)c1sc2ccc(S(=O)(=O)N3CCCCC3)cc2c1N	-3.8%
COc1cccc(-n2nnnc2SCC(=O)NCc2ccco2)c1	-0.4%
COc1cccc(N2C(=O)C3CCCN3C2c2ccc(F)cc2)c1 (configuration not stated)	-2.7%
COC(=O)c1cc(Oc2ccc(C(=O)OC)cc2N)cc(C(=O)OC)c1	-1.9%
CCCCNc1cc(NC(C)=O)cc2cc(OC)c(OC)cc12	3.9%
CCc1nc(C)cn1S(=O)(=O)c1cc(Br)ccc1OC	11.0%
CCOC(=O)C1CCCN(c2ncnc3c2cnn3-c2ccc(Cl)cc2)C1 (configuration not stated)	-2.2%
COc1ccc(CNC(=O)C2CC=CCC2C(=O)O)cc1OC (configuration not stated)	-4.7%
CC(=O)[C@H](C(=N)C#N)C(=O)Nc1ccccc1	-2.2%[5.75 µM]
CCOC(=O)CNC(=O)CSc1nnnn1-c1cc(C)ccc1C	-4.9%
c1ccc(-c2csc3ncn4cnnc4c23)cc1	12.0%
CCOC(=O)N1CCC(NC(=O)c2cccnc2SC)CC1	-0.6%
Cc1nc(CNS(=O)(=O)c2ccc3c(c2)CCCC3)cs1	4.6%
O=C(Nc1c[nH]c(=O)[nH]c1=O)Oc1ccccc1	-3.5%[5.75 µM]
c1ccc(-c2noc(-c3cccnc3)n2)nc1	-3.3%
O=S(=O)(c1cccs1)n1nnc2ccccc21	0.0%
CC(C)(C)OC(=O)N1CCC[C@H]1C(=O)NCC1CCC(C(=O)O)CC1 (some centres not stated)	-1.1%
CCOc1cc2[nH]c(=S)n(CCCC(=O)N3CCC4(CC3)OCCO4)c(=O)c2cc1OCC	0.2%
CCC(=O)N1CCN=C1SCc1ccccc1Cl	7.3%
Cn1cnc([N+](=O)[O-])c1Sc1nc(N)nc2c1ncn2[C@H]1C[C@H](O)[C@@H](CO)O1	-1.7%[5.75 µM]
COc1ccc(C2=NOC(C(=O)Nc3ccc(C(C)=O)cc3)C2)cc1OC (configuration not stated)	-3.3%
Fc1ccc(CN2CCSCC2)cc1Br	-1.2%
c1ccc(OCCn2cnc3ccccc32)cc1	-5.2%
COc1cccc(C2C(C(=O)c3cccs3)=C(O)C(=O)N2CCN(C)C)c1OC (configuration not stated)	-2.9%
Nc1nnc(COc2ccc(Br)cc2Br)s1	-8.0%
CCN(CC)c1ccc(NC(=O)C2CCCN(S(=O)(=O)c3cccnc3)C2)c(C)c1 (configuration not stated)	15.6%
Clc1ccc2c(c1)CNc1c(ncnc1N1CCOCC1)O2	-1.1%
CCOc1ccc(OCc2ccc(C(=O)OCc3ccccn3)o2)cc1	0.9%

Overlap with the part before: 2 entries, then new ones.
SMILES	AmpC inh det
Clc1ccc2c(c1)CNc1c(ncnc1N1CCOCC1)O2	-1.1%
CCOc1ccc(OCc2ccc(C(=O)OCc3ccccn3)o2)cc1	0.9%
CC(=O)Nc1nc2n(n1)C(c1ccc(Cl)cc1)C=C(C)N2 (configuration not stated)	1.5%
CCOc1ccccc1-c1cc(-c2ccc(OC)cc2)nc2c1c(=O)n(C)c(=O)n2C	-5.3%
CCCc1cc(=O)[nH]c(NCc2ccc(Cl)cc2)n1	-5.2%
COc1ccc2c(c1)C(C)=CC(C)(C)N2C(=O)CNCc1ccc2c(c1)OCO2	-0.9%
N#Cc1nc(-c2ccc(OCc3ccccc3)cc2)oc1NCc1ccco1	2.6%
CCOc1ccccc1OCC(O)CNC (configuration not stated)	-0.7%
CCCCC/C=C\C[C@H](O)/C=C\c1cccc(C[C@H](O)CCCCO)n1	6.8%
O=C(O)c1cc2ccccc2c(S(=O)(=O)O)c1O	0.1%[5.75 µM]
COCc1[nH]nc2c1C(c1ccccc1Cl)C(C#N)=C(N)O2 (configuration not stated)	12.3%
Cc1cc2ccccc2c(=O)n1CC(=O)NCC(=O)N(C)Cc1ccccc1	1.0%
CCOc1ccc(S(=O)(=O)N(C)c2ccc(OCC(=O)OCc3c(C)noc3C)cc2)cc1	-3.5%
COc1ccc2nc(SCC(=O)NC(C)C)[nH]c2c1	-1.5%
c1c[nH]c(CN2CCOCC2)n1	-3.1%[5.75 µM]
O=c1[nH]c2c(c(=O)n1C1CCCCC1)CCC2	-5.4%
COC(=O)C1=C(C)NC(C)=C(C(=O)OCCSc2ccccc2)[C@@H]1C	-7.7%
COc1cc(NS(=O)(=O)c2ccc(F)cc2)c(OC)cc1NC(=O)C1CC1	-4.8%
CCCNC(=O)c1c(N)n(CC2CCCO2)c2nc3ccccc3nc12 (configuration not stated)	-2.2%
COc1ccc(S(=O)(=O)N(CCc2ccccc2)CC(=O)N2CCOCC2)cc1	9.6%
CC(NC(=O)Cc1ccccc1)c1nc2ccccc2[nH]1 (configuration not stated)	11.3%
O=CNc1ncn[nH]1	-2.9%[5.75 µM]
O=P(O)(CP(=O)(c1ccccc1)c1ccccc1)c1ccccc1	12.6%
COC(=O)c1cc(S(=O)(=O)n2nc(C)cc2C)c(Cl)cc1Cl	-2.5%
Cc1cccc2nc(=S)n(C(=O)c3ccco3)n12	-10.3%
CN(C)CCCN1C(=O)C(O)=C(C(=O)c2cccs2)C1c1ccccn1 (configuration not stated)	9.7%
CCN1CCN(c2cc(C)c3cc(NC(=O)c4cnccn4)ccc3n2)CC1	4.3%
Brc1ccc(CSc2ncnc3nc[nH]c23)cc1	7.0%
Cc1ccc(C)c(CN2C(=O)C(C)Oc3ccc(C)cc32)c1 (configuration not stated)	12.5%
